# Bioassay records (PubChem BioAssay)
# DDE Tn7 FP inh = inhibitors of Tn7 peptide binding to fibrin DD(E), primary screen, biochemical, fluorescence polarization, human fibrin, Tn7 probe; FP displacement of FITC-Tn7 peptide from fibrin DD(E); 0% = median of compound wells per plate; inhibition, % at 8.3 µM; actives 0.13% (n = 370,000);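 active means inhibition above the mean of compounds falling within the control limits plus 3 SD of them, cut at about 14% in these data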;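 further: 0% = plate median of compound wells and 100% = 10 µM Aha-Tn7 peptide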
# Target sequence (P02675 whole entry, looked up): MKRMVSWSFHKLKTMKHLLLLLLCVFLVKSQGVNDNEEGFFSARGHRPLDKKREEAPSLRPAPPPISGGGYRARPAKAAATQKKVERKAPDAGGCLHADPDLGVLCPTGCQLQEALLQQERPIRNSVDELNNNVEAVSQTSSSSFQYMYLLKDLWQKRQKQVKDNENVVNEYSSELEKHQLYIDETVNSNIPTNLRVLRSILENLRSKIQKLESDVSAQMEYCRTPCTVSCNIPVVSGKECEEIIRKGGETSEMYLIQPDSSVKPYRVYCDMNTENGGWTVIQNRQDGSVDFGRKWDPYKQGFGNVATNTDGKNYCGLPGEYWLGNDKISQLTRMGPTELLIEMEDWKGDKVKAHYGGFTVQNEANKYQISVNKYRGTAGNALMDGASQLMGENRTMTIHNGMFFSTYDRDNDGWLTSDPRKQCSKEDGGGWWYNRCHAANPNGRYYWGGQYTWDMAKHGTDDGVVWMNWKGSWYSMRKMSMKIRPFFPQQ
#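 Also added: labelled Tn7 tracer, 0.1 µM; Assay system: human fibrin DD(E) protein; Amount: 2 µM fibrin DD(E); Schedule: 10 min compound pre-incubation, 3 h probe incubation at room temperature; Repeats: one replicate per compound; Read-out basis: percent inhibition; Measured by: fluorescence polarization of the labelled Tn7 tracer.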
# TDP2 absorb = human TDP2 enzyme inhibitors, primary screen, biochemical, epi absorbance, recombinant enzyme; Tyrosyl-DNA phosphodiesterase 2 (Homo sapiens), O95551; T5PNP hydrolysis, p-nitrophenol absorbance 415 nm; inhibition, % at 12.8 µM; actives 0.34% (n = 370,000); AID 720702, 2013;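 active means inhibition above the mean of all tested compounds plus 3 SD, set per campaign, cut at about 25% in these data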;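 further: 0% = DMSO with enzyme and 100% = buffer with substrate but no TDP2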
#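 Read-out basis: percent inhibition. System: recombinant human TDP2. Buffer or medium: Mg2+-containing Tris-HCl buffer, pH 7.5. Repeats: single replicate. Timing: reaction 2 h, 37 °C. Benchmarks: high control without enzyme, low control DMSO plus TDP2. Probe or stimulus: 5 mM T5PNP. Doses: 12.8 µM only. Measured by: epi absorbance of p-nitrophenol freed from T5PNP by hydrolysis.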
# PRMT1 inh = PRMT1 methyltransferase inhibitors, primary screen, biochemical, fluorescence polarization. recombinant PRMT1, activity-based probe fluorescence polarization. inhibition, % at 2.79 µM. Protein arginine N-methyltransferase 1 (Homo sapiens), Q99873. actives 1.3% (n = 370,000);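 active means inhibition above about 21% made by adding two undisclosed values, limit read from the data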
# Target sequence (Q99873 whole entry, looked up): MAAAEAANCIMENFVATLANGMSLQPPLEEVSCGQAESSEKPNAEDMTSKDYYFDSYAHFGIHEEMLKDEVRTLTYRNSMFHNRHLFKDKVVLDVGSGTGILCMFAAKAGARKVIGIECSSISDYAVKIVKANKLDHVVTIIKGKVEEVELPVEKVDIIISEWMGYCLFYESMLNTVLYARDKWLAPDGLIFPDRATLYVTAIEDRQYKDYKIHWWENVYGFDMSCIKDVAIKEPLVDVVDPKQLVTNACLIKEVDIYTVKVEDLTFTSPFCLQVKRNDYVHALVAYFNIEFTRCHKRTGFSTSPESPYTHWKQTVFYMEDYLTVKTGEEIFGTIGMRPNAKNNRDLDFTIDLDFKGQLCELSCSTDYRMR
# UHRF1 binding = UHRF1 methylated DNA binding inhibitors, primary screen, counter-screen for MBD2 inhibitor project, biochemical, TR-FRET, human UHRF1, single concentration. E3 ubiquitin-protein ligase UHRF1 (Homo sapiens), Q96T88. UHRF1 binding to methylated oligo. inhibition, % at 4.4 µM. actives 0.75% (n = 370,000); in the data active means inhibition above about 21%;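 further: UHRF1 SRA domain binding a hemimethylated CpG hairpin DNA probe; 0% = median of test compound wells and 100% = reference inhibitor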
# SIAE inh = human SIAE inhibitors, primary screen, biochemical, fluorescence polarization, FP-Rh probe, 1536-well HTS; Sialate O-acetylesterase (Homo sapiens), Q9HAT2; SIAE FP-Rh probe binding; inhibition, % at 9.66 µM; actives 0.69% (n = 370,000);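 active means inhibition above a cutoff: mean of compounds within the control limits plus 3 SD of those, cut at about 17% in these data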;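 further: 0% = plate median of compound wells and 100% = probe without SIAE protein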
# LEDGF integ inh = blockers of LEDGF/p75-dependent integrase strand transfer – biochemical, TR-FRET, high throughput, primary screen. HIV-1 integrase (with human LEDGF/p75). TR-FRET IN-LEDGF/p75 DNA integration, Eu/Cy5. inhibition, % at 3.7 µM. actives 0.64% (n = 370,000). AID 743269, 2014;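 active means inhibition above the screen-wide mean plus 3 SD, cut at about 13% in these data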;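 further: signal is the Cy5 over europium emission ratio at 671 and 618 nm; 0% = plate median of compound wells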
# proKLK7 act = proKLK7 zymogen activators, primary screen, biochemical, fluorescence intensity; Kallikrein-7 (Homo sapiens), P49862; purified proKLK7, EDANS-DABCYL substrate fluorescence; 100% is mature enzyme control, 0% vehicle; actives 0.9% (n = 370,000); activation, % at 7 µM; AID 652039, 2013;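 active means activation above the mean of all tested compounds plus 3 SD, computed per campaign excluding outliers beyond control limits, cut at about 13% in these data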
# Target sequence (P49862 whole entry, looked up): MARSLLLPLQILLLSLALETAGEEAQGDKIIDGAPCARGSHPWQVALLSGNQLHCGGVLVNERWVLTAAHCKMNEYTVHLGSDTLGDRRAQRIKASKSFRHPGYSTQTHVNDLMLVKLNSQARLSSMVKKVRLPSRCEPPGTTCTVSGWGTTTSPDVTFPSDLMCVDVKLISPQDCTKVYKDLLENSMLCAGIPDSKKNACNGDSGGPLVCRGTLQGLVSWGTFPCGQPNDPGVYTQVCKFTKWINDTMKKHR
# TCR CD3 inh = inhibitors of human TCR-CD3 interaction, primary screen, biochemical, fluorescence, TAMRA-labeled TCR probe | AID 651800, 2012 | T-cell receptor (TCR) | actives 0.37% (n = 360,000) | inhibition, % at 9.4 µM; in the data active means inhibition above about 19%;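 further: recombinant mutant TCR 2C K166C tagged with TAMRA read by polarization; 0% = receptor in buffer alone and 100% = receptor with positive control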
# MBD2 DNA inh = inhibitors of MBD2 binding to methylated DNA, primary screen, biochemical, TR-FRET, DNA-binding domain, human. Methyl-CpG-binding domain protein 2 (Homo sapiens), Q9UBB5. MBD2 binding to methylated oligonucleotide. inhibition, % at 4.4 µM. actives 0.31% (n = 370,000); in the data active means inhibition above about 13%
# Tn6 DDE FP = inhibitors of Tn6 peptide binding to fibrin DD(E), primary screen, biochemical, fluorescence polarization, human fibrin, Tn6 probe; Fibrin DD(E) TRITC-Tn6 fluorescence polarization displacement; inhibition, % at 8.3 µM; actives 0.21% (n = 370,000);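 active means inhibition above a per-campaign cutoff: mean of compounds within control limits plus 3 SD, cut at about 15% in these data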;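 further: 0% = median of all compound wells on the plate and 100% = blocking peptide control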
# * hit, by the source's call; / = no result given.
SMILES,DDE Tn7 FP inh,TDP2 absorb,PRMT1 inh,UHRF1 binding,SIAE inh,LEDGF integ inh,proKLK7 act,TCR CD3 inh,MBD2 DNA inh,Tn6 DDE FP
O=C(C1=C[C@H](c2ccc3c(c2)OCO3)C[C@H](OCCCCO)O1)N1CCN(Cc2ccc3c(c2)OCO3)CC1,-3.7,-4.1,0.0,4.1,-4.0,1.1,0.7,4.1,4.0,-0.7
COc1ccc(CC2(CO)CCN(Cc3cnn(-c4ccc(F)cc4)c3)CC2)cc1,5.2,-2.4,-1.9,-1.8,3.5,-2.2,0.0,8.4,1.1,3.7
CCN(CC)c1ccc(S(=O)(=O)N2CCOCC2)cc1NC(=O)Cn1nc(C)c([N+](=O)[O-])c1C,6.8,-0.1,-0.7,-0.1,-4.8,-2.0,0.5,-0.5,-2.7,2.1
CCn1nc(NC(C)=O)c2cc3ccc(C)cc3nc21,-0.1,1.9,4.5,-1.8,-5.9,0.3,5.4,-3.8,2.8,0.6
CN(Cc1cn[nH]c1-c1ccc(-c2ccccc2)cc1)CC1CCOCC1,3.8,-9.0,-4.1,-2.1,-3.7,0.5,0.7,-1.9,-1.6,10.2
CCOc1ccc2[nH]c3c(=O)n(CCC4=CCCCC4)cnc3c2c1,-7.8,-24.0,0.5,4.7,-1.2,3.5,1.0,-2.3,-3.1,-5.8
COc1ccc(C(=O)CSc2nc(SC)ns2)cc1OC,-7.3,5.5,-0.3,-0.3,0.7,5.4,-0.2,3.4,0.5,-6.5
CC(=O)N[C@@H]1C[C@@H]2O[C@H](CO)CC[C@@H]2O[C@@H]1CCc1ccc(C#CC2(O)CCCC2)cc1,0.0,4.4,-1.8,2.2,3.8,-1.7,0.1,/,-1.4,-11.1
C[C@H]1CN([C@@H](C)CO)C(=O)CCCn2nncc2CO[C@H]1CN(C)S(=O)(=O)c1ccc(Cl)cc1,0.8,-4.1,5.3,1.5,3.5,-0.7,0.6,-8.6,-4.2,-5.8
CCn1c(Cc2ccccc2)nnc1SCc1ccc([N+](=O)[O-])cc1,-1.3,0.0,2.2,7.5,0.3,1.1,0.1,-1.3,-0.8,-1.2
CCNS(=O)(=O)c1ccc(CCC(=O)NCc2ccccc2)cc1,-5.3,5.7,-1.2,0.0,2.2,3.8,-0.1,4.0,5.9,7.9
Cc1nc(SCC(=O)N2CCN(C(=O)c3ccco3)CC2)c2c(C)c(C)sc2n1,-3.5,-1.7,1.6,3.2,4.4,0.3,0.1,3.7,2.1,-2.3
COC(=O)c1c(-c2cccs2)csc1NC(=O)CSc1ncnc2sc(C)c(C)c12,-0.1,-2.0,0.3,1.9,4.6,-2.1,0.2,3.1,2.4,5.1
Cc1ccccc1Oc1cc(-n2ncc(Cl)c(Cl)c2=O)ncn1,-0.3,-18.4,6.8,5.0,-9.7,1.9,-0.4,-8.6,7.5,-3.5
COC(CSc1ncnc2c1oc1nc3c(cc12)COC(C)(C)C3)OC,-10.3,-0.7,-0.5,2.1,-2.1,1.2,0.9,1.4,-0.3,6.4
CSc1ccc(NC(=O)CSc2nc3[nH]c(=O)cc(O)c3s2)cc1,-5.4,4.2,48.1*,1.6,-14.5,11.1,0.4,8.2,-5.6,-15.6
CCC1Oc2ccc(C)cc2N(CC(=O)NCCCN2CCOCC2)C1=O (stereo unspecified),-5.9,-0.9,-1.8,0.2,4.0,1.0,0.1,-7.1,5.5,-6.7
O=C(N/N=C/c1ccccn1)c1cccc(S(=O)(=O)Nc2ccccc2Cl)c1,3.1,14.8,0.8,-1.1,4.2,1.3,0.1,-1.4,0.9,4.4
CN(C)S(=O)(=O)N1CCC(Oc2ccc(C(=O)N3C[C@@H]4CCC[C@H]3C4)cc2)CC1,14.1*,-0.4,1.7,2.2,-3.7,-0.5,0.4,7.0,1.7,9.5
Cc1ccc(CN2CC(C(=O)N3CCN(S(=O)(=O)c4ccc(C)cc4C)CC3)CC2=O)cc1 (stereo unspecified),-2.9,-3.0,1.1,-0.2,-6.8,-0.4,0.6,-1.8,0.8,-7.7
Cc1ccc(S(=O)(=O)N(C)C)cc1NC(=O)COC(=O)/C=C/c1ccc2c(c1)OCO2,0.5,5.1,-2.4,0.8,-7.4,0.7,12.3,7.4,1.2,8.0
Cc1ccc(S(=O)(=O)N2CCC(C(=O)C3C(=O)CCCC3=O)CC2)cc1,13.6,-4.2,-1.4,-4.6,-3.6,-1.9,0.5,4.0,-6.1,1.0
C/C=C/C(=O)N1CC2(CC(c3cccc(NC(=O)CC)c3)=NO2)C[C@H]1C(N)=O (stereo partly specified),9.0,-8.2,-0.5,-1.0,-1.8,-5.0,0.0,4.2,-3.5,6.2
CCOc1ncccc1C(=O)Nc1ccc2nc(C)sc2c1,-1.7,-2.0,-1.7,2.8,-3.7,4.1,0.1,-5.2,1.6,12.8
COCc1ccc(-c2c(-c3cccc(OC)c3)sc3ccc(OC)cc23)cc1,-2.4,-4.3,3.1,9.4,-3.4,2.4,-1.1,-9.6,2.8,-3.6

# Carrying on.
SMILES,DDE Tn7 FP inh,TDP2 absorb,PRMT1 inh,UHRF1 binding,SIAE inh,LEDGF integ inh,proKLK7 act,TCR CD3 inh,MBD2 DNA inh,Tn6 DDE FP
COC(C(=O)N/N=C(\C)c1ccc(O)cc1)c1ccccc1 (stereo unspecified),0.4,-6.8,-0.6,5.8,-2.6,1.5,0.7,-14.1,-4.1,1.2
CCN(C(=O)COC(=O)c1c2c(nc3ccccc13)CCC2)c1c(N)n(Cc2ccccc2)c(=O)[nH]c1=O,-3.4,-9.3,-2.0,-1.4,-4.3,5.8,-0.6,-0.6,-2.8,-6.3
COc1ccccc1NC(=O)NCC(=O)Nc1c(C)cccc1C,2.3,9.6,1.2,1.6,-3.5,0.5,0.3,7.1,3.8,3.1
O=C(COC(=O)c1cc[n+]([O-])cc1)Nc1cccc(Br)c1,1.2,-5.6,3.0,-1.1,2.2,1.1,0.0,-1.3,5.3,-0.8
Cc1ccc2nc(C3CCCCC3)c(Cc3cccc(F)c3)n2c1,-3.1,1.5,0.1,13.7,5.2,-3.2,-1.1,-4.0,7.0,8.8
CCOc1ccc(N2C(=O)CC(NCCNc3ccc([N+](=O)[O-])cn3)C2=O)cc1 (stereo unspecified),-5.8,-10.4,48.6*,0.9,-3.5,3.7,-0.9,-3.1,-5.2,4.7
COc1ccc(C(=O)NCCS(=O)(=O)N(C)C2CCCCC2)cc1,0.0,-12.0,-6.4,0.0,2.4,0.9,-0.5,4.0,-3.1,-1.0
C#CCOCCOCCOCCNc1nc(N2CCN(C(=O)Cn3cc(CC(C)O)nn3)CC2)nc(N2CCN(C(=O)Cn3cc(CC(C)O)nn3)CC2)n1 (stereo unspecified),4.2,-9.6,3.3,9.0,-0.5,-2.7,0.3,5.3,-1.4,2.0
COc1ccc(Cc2c(C)nc(N)nc2Cl)cc1,-0.9,9.6,0.3,-1.0,-4.0,-0.3,-0.6,5.6,-4.9,-2.2
CC(Oc1cc2oc(=O)c3c(c2cc1Cl)CCCC3)C(=O)NCCN1CCOCC1 (stereo unspecified),1.5,7.2,4.1,0.8,1.5,-0.4,0.8,-6.7,-6.8,-3.1
Cc1cc2c(C)c(C)c(=O)[nH]c2cc1N,-3.3,5.7,0.2,-6.9,1.4,0.1,12.3,1.4,-8.6,-12.8
CCCCCCn1c(CN2CCCCC2)nc2c1c(=O)n(C)c(=O)n2C,-0.8,-6.5,-2.1,-3.0,9.0,2.0,0.8,6.4,3.0,6.6
CC1=CC(=O)C=C(C)C1=NOS(=O)(=O)c1ccccc1,0.1,-1.0,10.8,-1.2,2.0,2.7,0.3,6.0,-5.8,-2.2
Cc1cccc(-c2ccc3[nH]c4c(c3c2)CCN2C[C@@H]([C@H](C)O)[C@@H](N(C)C(=O)NC3CCCCC3)C[C@@H]42)c1,-1.8,-13.1,-4.9,14.0,-4.9,2.5,-0.9,0.0,1.5,-8.2
O=C(c1ccco1)N1CCN(c2ncnc3c2nnn3Cc2ccccc2Cl)CC1,0.0,-0.1,0.9,-0.5,3.9,-0.5,0.1,0.2,-5.1,5.1
CC(C)CN1C(=O)C[C@@]2(C(=O)N(C)c3ccc(NC(=O)c4cc(F)ccc4F)cc32)C1c1ccccc1 (stereo partly specified),-1.4,3.6,-1.7,8.4,-109.6,3.1,-0.3,/,8.3,-2.2
CC12CCC(C(=O)N(CSC(=S)N/N=C\c3ccccc3)C1=O)C2(C)C (stereo unspecified),3.1,7.7,12.6,-9.9,-2.3,0.9,-0.1,0.3,2.0,-6.8
CCn1cc(Br)c(C(=O)Nc2ccccc2C(=O)OC)n1,-6.5,-3.3,1.4,-1.1,-2.8,3.1,0.2,11.1,1.5,1.8
CCc1nc2c(OCc3ccc(Cl)cc3)cccn2c1N(C)C(=O)c1ccncc1,-5.3,-0.4,-0.8,0.6,3.1,1.3,0.5,-1.2,0.3,-5.3
O=C(COC(=O)Cc1c(F)cccc1Cl)NNC(=O)c1ccccc1,0.2,-13.1,-1.7,-4.5,-1.2,0.2,-0.3,4.0,-1.6,5.5
C/C(=N\Nc1ccc2nncn2n1)c1ccc(Br)s1,-4.0,1.4,0.8,2.1,-2.8,-3.3,-0.1,-13.4,2.4,-6.9
CCCCNC(=O)C[C@H]1C[C@@]2(C(=O)OC)C(=C[C@H](C3CCCC3)O[C@@H]2C)N(CCC2=CCCCC2)C1=O,0.9,2.2,-1.0,1.1,2.6,-2.6,0.3,/,0.7,9.5
COc1ccc([C@H]2N[C@]3(CCCN(CC4CCCCC4)C3=O)[C@H]3C(=O)N(C)C(=O)[C@@H]23)cc1,3.3,2.7,5.3,2.2,-0.5,0.5,0.0,-5.6,4.8,-4.6

# Compounds listed so far with bromine (3):
SMILES,DDE Tn7 FP inh,TDP2 absorb,PRMT1 inh,UHRF1 binding,SIAE inh,LEDGF integ inh,proKLK7 act,TCR CD3 inh,MBD2 DNA inh,Tn6 DDE FP
O=C(COC(=O)c1cc[n+]([O-])cc1)Nc1cccc(Br)c1,1.2,-5.6,3.0,-1.1,2.2,1.1,0.0,-1.3,5.3,-0.8
CCn1cc(Br)c(C(=O)Nc2ccccc2C(=O)OC)n1,-6.5,-3.3,1.4,-1.1,-2.8,3.1,0.2,11.1,1.5,1.8
C/C(=N\Nc1ccc2nncn2n1)c1ccc(Br)s1,-4.0,1.4,0.8,2.1,-2.8,-3.3,-0.1,-13.4,2.4,-6.9
